Screens from PubChem BioAssay.
FXIIa inh = human FXIIa protease inhibitors, primary screen, biochemical, 1536-well. purified FXIIa, Boc-QGR-AMC fluorogenic substrate, 2 h. inhibition, % at 5 µM. 220,000 compounds, 0.3% hits; in the data active means inhibition above about 40%;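 further: 0% = enzyme with no compound and 100% = blank without enzyme; many of its hits are not listed in these tables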
Target sequence (P00748 20-372 limits assumed): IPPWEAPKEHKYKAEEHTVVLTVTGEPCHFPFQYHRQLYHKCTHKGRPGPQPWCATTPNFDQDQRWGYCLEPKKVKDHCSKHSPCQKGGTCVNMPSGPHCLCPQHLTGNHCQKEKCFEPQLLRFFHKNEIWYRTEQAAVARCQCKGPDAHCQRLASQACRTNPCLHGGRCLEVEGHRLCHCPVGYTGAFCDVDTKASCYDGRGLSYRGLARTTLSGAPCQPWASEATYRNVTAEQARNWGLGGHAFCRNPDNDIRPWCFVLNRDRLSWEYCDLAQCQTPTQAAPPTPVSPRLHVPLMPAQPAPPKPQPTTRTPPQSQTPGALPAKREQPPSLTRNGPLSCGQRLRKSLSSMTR
Target sequence (P00748 373-615 limits assumed): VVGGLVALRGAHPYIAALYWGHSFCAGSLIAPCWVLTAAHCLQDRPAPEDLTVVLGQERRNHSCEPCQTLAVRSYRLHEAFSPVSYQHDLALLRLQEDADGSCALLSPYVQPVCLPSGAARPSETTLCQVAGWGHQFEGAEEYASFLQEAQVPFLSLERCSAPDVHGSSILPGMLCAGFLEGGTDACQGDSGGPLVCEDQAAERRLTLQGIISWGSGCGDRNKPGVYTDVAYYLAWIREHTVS
eIF4E-4G inh = eIF4E–eIF4G protein interaction inhibitors, primary screen, biochemical, uHTS, TR-FRET, eIF4GI fragment; TR-FRET eIF4E-eIF4GI(517-606) binding, 2 h; inhibition, % at 21.7 µM; 220,000 compounds, 0.37% hits; AID 782, 2007;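 active means inhibition above about 30%, limit read from the data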;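 further: 0% = full FRET control wells and 100% = background wells lacking eIF4GI fragment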
MDM2 E3 inh = MDM2-luciferase reporter signal enhancers, primary screen, MDM2 E3 ligase inhibitor project, cell-based, luminescence, 1536-well; E3 ubiquitin-protein ligase Mdm2 (Homo sapiens), Q00987; cell-based MDM2 ubiquitination luciferase reporter, 2 h; 0 = plate control, 100 = twice control, blank-subtracted; signal enhancement, % at 5 µM; 210,000 compounds, 0.11% hits; AID 1230, 2008;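 active means signal enhancement of 30% or more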;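 further: luminescence tracks abundance of the self-degrading MDM2-luciferase fusion protein; higher signal means inhibition of MDM2 E3 ligase activity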
Target sequence (Q00987 whole entry, looked up, the tested form may be a part): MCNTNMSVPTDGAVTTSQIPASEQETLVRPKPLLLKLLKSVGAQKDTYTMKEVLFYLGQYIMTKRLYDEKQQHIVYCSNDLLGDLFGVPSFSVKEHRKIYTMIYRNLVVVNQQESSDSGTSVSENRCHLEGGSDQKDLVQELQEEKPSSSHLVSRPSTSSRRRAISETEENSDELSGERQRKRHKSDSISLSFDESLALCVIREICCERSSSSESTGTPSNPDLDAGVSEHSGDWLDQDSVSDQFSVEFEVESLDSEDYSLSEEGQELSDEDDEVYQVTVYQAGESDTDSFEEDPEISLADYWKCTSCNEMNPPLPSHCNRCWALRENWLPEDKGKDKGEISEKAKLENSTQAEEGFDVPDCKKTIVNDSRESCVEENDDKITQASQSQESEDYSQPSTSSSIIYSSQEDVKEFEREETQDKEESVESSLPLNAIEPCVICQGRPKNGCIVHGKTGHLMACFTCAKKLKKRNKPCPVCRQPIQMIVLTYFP
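Buffer or medium: Cells held in DMEM | Assay system: Stable mammalian line carrying autodegrading MDM2–luciferase fusion reporter | Quantity: 2000 cells/well | Times: 4 h settle plus 2 h compound, 37 °C | Doses: One concentration, 5 µM, with 0.2% DMSO | Technique: Luminescence with SteadyLite reagent, 15 min at room temperature | Benchmarks: Plate controls and plate blanks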
Wee1 stabilizer = Wee1 degradation inhibitors, primary screen, cell-based, HeLa, Wee1K328M-luciferase, luminescence. Wee1-like protein kinase (Homo sapiens), P30291. HeLa Luc-Wee1K328M stability; 100% = proteasome inhibitor MG132 effect. reporter increase, % at 5 µM. 220,000 compounds, 1.2% hits;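 active means activation above the mean of all tested compounds plus 3 SD, set per screening run, cut at about 8.8% in these data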;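 further: cells exposed to compound for 20 h before luminescence read; 0% = DMSO alone and 100% = MG132 at 30 µM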
KLK5 inh = human KLK5 protease inhibitors, primary screen, biochemical, 1536-well; recombinant hK5, fluorogenic AMC substrate cleavage; inhibition, % at 5 µM; 210,000 compounds, 0.59% hits;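 active means inhibition of 40% or more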;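 further: 0% = enzyme controls without compound and 100% = no-enzyme blanks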
Rad51 HR inh = human RAD51 strand exchange inhibitors, primary screen, biochemical, fluorescence; hRad51 DNA strand exchange, fluorescence dequenching; inhibition, % at 10 µM; 200,000 compounds, 0.085% hits; AID 1385, 2008;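 active means inhibition above 40% at the single screening dose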;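 further: 0% = DMSO control wells and 100% = blanks with heterologous ssDNA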
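Material: Human Rad51 nucleoprotein filaments preassembled on unlabelled ssDNA | Also added: Labelled 47-mer dsDNA for strand exchange | Dosing: Single dose, 10 µM final compound | Schedule: 30-min compound preincubation and 15-min exchange, both room temperature | Technique: Fluorescence dequenching at 485/520 nm | Measure: Percent inhibition relative to plate controls and blanks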
p97 ATPase inh = inhibitors of human p97 ATPase, primary screen, biochemical | recombinant p97 ATPase, Kinase-Glo ATP luminescence, 3 h | inhibition, % at 8 µM | 220,000 compounds, 0.42% hits | Transitional endoplasmic reticulum ATPase (Homo sapiens), P55072; in the data active means inhibition above about 15%;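 further: 0% = DMSO vehicle and 100% = wells lacking enzyme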
FXIa inh 1536 = human FXIa protease inhibitors, primary screen, biochemical, 1536-well; AID 798, 2007; inhibition, % at 5 µM; Coagulation factor XI (Homo sapiens), P03951; 220,000 compounds, 0.14% hits; purified FXIa, Boc-Glu-Ala-Arg-AMC fluorogenic substrate;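 active means inhibition of at least 40%; inactive means inhibition below 40%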;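 further: fluorescence of freed AMC excited at 355 nm; 0% = enzyme without compound and 100% = no enzyme blank; many of its hits are not listed in these tables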
14-3-3 Bad PPI = inhibitors of 14-3-3 zeta/Bad binding, primary screen, biochemical, TR-FRET, bovine 14-3-3 zeta; TR-FRET 14-3-3zeta/Dy647-pBad peptide displacement, 1 h; AID 781, 2007; inhibition, % at 21.7 µM; 220,000 compounds, 0.71% hits; 14-3-3 protein zeta/delta (Bos taurus), P63103;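 active means inhibition above about 70%, limit read from the data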;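 further: 0% = full 14-3-3 plus peptide FRET controls and 100% = background without 14-3-3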
An asterisk follows results filed as active; / = not tested or not shown; [ ] = dose if it differs, or a comment.

SMILES | FXIIa inh | eIF4E-4G inh | MDM2 E3 inh | Wee1 stabilizer | KLK5 inh | Rad51 HR inh | p97 ATPase inh | FXIa inh 1536 | 14-3-3 Bad PPI
Cc1cc(NC2CCCCC2)nc(N2CCOCC2)n1 | 10 | 3 | -12 | -1 | -21 | 2 | 3 | 2 | 8
COc1cc(OC)c(NS(=O)(=O)c2cc(C(=O)OC(C)C(=O)NC3CC3)c(Cl)cc2Cl)cc1Cl (configuration not stated) | -2 | 4[fluorescence artefact?] | -4 | 4 | -19 | -7 | -2 | -6 | -14[fluorescence artefact?]
Cn1c(SCC(=O)Nc2cccc(S(=O)(=O)N3CCOCC3)c2)nnc1-c1ccncc1 | -5 | -5 | -13 | -3 | -20 | -4 | 2 | -5 | -7
CCC1=NN2C(=N)/C(=C/c3cc(C)n(Cc4ccccc4)c3C)C(=O)N=C2S1 | 8 | -5 | -6 | -1 | 0 | 5 | 2 | -1 | -5
S=c1nc[nH]c2c1ncn2C1CCCO1 (configuration not stated) | 10 | -1 | -16 | -1 | 0 | 15 | 5 | -3 | -5
CCC(C)NC(=O)Cn1c(COc2ccc(Cl)cc2Cl)nc2ccccc21 (configuration not stated) | -3 | 3 | -13 | -1 | -7 | 2 | 4 | -6 | 5
Cc1cc(C)c2cc(CN(Cc3ccco3)C(=O)NCc3ccccc3)c(=O)[nH]c2c1 | 11 | 1 | 11 | -2 | 3 | 5 | -5 | 6 | 10
Cc1nc(C)c(C(=O)OCC(=O)N2CCN(c3ccccc3)CC2)s1 | 10 | 3 | -9 | 3 | -12 | 1 | -1 | 7 | 14
Cc1ccc([N+](=O)[O-])cc1S(=O)(=O)Nc1ccc(C(=O)N(C)C)cc1 | 10 | 0 | -18 | -4 | 3 | -4 | -6 | 8 | 5
CCC(C(=O)Nc1ccccc1-c1ccccc1)c1ccccc1 (configuration not stated) | 14 | 9 | 2 | -1 | -5 | 4 | -2 | -4 | -7
Cc1nc(C(=O)NNC(=O)c2ccc(C(F)(F)F)cc2)cs1 | 6 | -1 | 3 | 5 | -13 | / | 6 | 0 | -3
COC(=O)c1cccc(NC(=O)c2ccc3c(c2)C(=O)N(CC2CCCO2)C3=O)c1 (configuration not stated) | 10 | 0[fluorescence artefact?] | -14 | -2 | 6 | -4 | -4 | 1 | -6
O=C(Nc1ccc2[nH]ccc2c1)c1cccs1 | 4 | 32* | / | 4 | 0 | 13 | 3 | 1 | -4
O=C1OCCN1CC(=O)N1CCc2c([nH]c3ccccc23)C1c1ccccn1 (configuration not stated) | 8 | -2 | -3 | 0 | 2 | -3 | -3 | -1 | -2
Cc1ccc2nc(NC(=O)CSc3ncnc4c3oc3ccccc34)sc2c1 | 7 | 1[fluorescence artefact?] | -2 | -3 | -39 | / | 3 | 1 | 8[fluorescence artefact?]
COc1c(OC(C)=O)ccc(/C=C/c2ccc3cccc(OC)c3n2)c1[N+](=O)[O-] | 14 | 6[fluorescence artefact?] | -11 | 0 | 4 | -7 | 3 | 18 | 8
COc1cc(C2C(C(=O)N3CCOCC3)=C(C)NC3=C2C(=O)CCC3)ccc1OC(C)=O (configuration not stated) | 4 | -1 | -4 | -1 | -4 | 5 | 3 | -5 | -2
Cn1c(=NC(=O)CN2C(=O)C3CC=CCC3C2=O)sc2ccccc21 (configuration not stated) | -27 | -2 | 11 | 0 | 5 | 14 | 2 | -21 | 3[fluorescence artefact?]
Cc1noc(C)c1COC(=O)c1ccc2ccccc2n1 | 6 | -3[fluorescence artefact?] | -18 | 0 | -20 | 9 | 5 | -5 | -5
Cc1cccc(CC(=O)Nc2c3c(nn2-c2cccc(Cl)c2)CS(=O)C3)c1 (configuration not stated) | 8 | 4[fluorescence artefact?] | / | -1 | 1 | -4 | 3 | 1 | -1[fluorescence artefact?]
Cc1cccc(NC(=O)c2csnn2)n1 | 2 | 1 | 0 | 1 | -5 | 2 | 4 | -6 | -16
Cc1cc(CN2CCCCC2)oc1C(=O)O | 13 | 1 | -15 | 0 | -17 | 5 | 3 | 9 | 5
COCCn1c(-c2ccccc2)cnc1SCC(=O)Nc1cccc2ccccc12 | 22 | 3 | 1 | -2 | -17 | 6 | -6 | 21 | 13[fluorescence artefact?]
Cc1c(N2C(=O)C(=O)/C(=C(/O)c3ccc(Br)cc3)C2c2cccnc2)c(=O)n(-c2ccccc2)n1C (configuration not stated) | 10 | 3 | -6 | 3 | 1 | 9 | 6 | 1 | -4
N/C(=N\OC(=O)Cc1ccc(-c2ccccc2)cc1)c1cccc([N+](=O)[O-])c1 | 13 | -1 | -9 | 1 | -7 | 5 | 4 | 2 | -5
Following part
SMILES | FXIIa inh | eIF4E-4G inh | MDM2 E3 inh | Wee1 stabilizer | KLK5 inh | Rad51 HR inh | p97 ATPase inh | FXIa inh 1536 | 14-3-3 Bad PPI
O=C(Nc1cccc(Cl)c1)OCc1cn(-c2ccccc2)nn1 | 3 | 2 | -1 | 2 | -9 | 16 | 3 | -3 | -1
O=C(Nc1ccc2c(c1)OCCO2)c1cccnc1Oc1ccc(Cl)cc1 | 4 | -1 | -9 | 3 | 1 | -6 | 1 | -1 | -2
Cc1cc2nc(C)n(CCCNC(=O)Nc3ccccc3)c2cc1C | 24 | 5[fluorescence artefact?] | -11 | -3 | -12 | -9 | 0 | 21 | 34
O=C(CSc1nc(-c2ccccc2)cs1)NCCN1C(=O)CSC1=O | 8 | -7 | 1 | 0 | 7 | -3 | -3 | 1 | -10
COC(=O)C(C)Sc1nnc(Cc2cc(=O)[nH]c(=O)[nH]2)n1-c1cc(C)ccc1C (configuration not stated) | -3 | 6[fluorescence artefact?] | -20 | 2 | 5 | 7 | 3 | -11 | 0[fluorescence artefact?]
COc1ccc(C(=O)Nc2nc3ccccc3[nH]2)cc1OC | 13 | -6 | 6 | 1 | -21 | 5 | 4 | 6 | 2[fluorescence artefact?]
O=C(NC(=S)Nn1cnnc1)c1ccccc1Br | 11 | 2 | / | 3 | 5 | 6 | 8 | 2 | 0
Cc1cc(C)c(C(N)=O)c(SCC(=O)c2cc(C)c(C)cc2C)n1 | 13 | 7 | -7 | 6 | -4 | -14 | 5 | 3 | -7[fluorescence artefact?]
COc1ccc(CN2CCN(C(=O)c3cccs3)CC2)cc1 | 11 | 1 | -13 | 3 | 0 | 4 | 0 | 0 | 30
CCOc1ccc(C(C)=O)cc1CN1C(=O)C(=O)N(CC)C1=O | 14 | -2 | -13 | -1 | 20 | 0 | -2 | 8 | 14
CCOc1ccc(N2C(=O)CC(N(CCc3ccc(S(N)(=O)=O)cc3)C(C)=O)C2=O)cc1 (configuration not stated) | 6 | -2 | -12 | 1 | 0 | -4 | -4 | 1 | 5
C=CCOC(=O)C(=O)/C=C/c1c(C)n(C)n(-c2ccccc2)c1=O | 10 | -4 | / | -1 | 4 | -1 | 1 | 5 | -2
CC(C)(C)c1ccc(S(=O)(=O)Nc2cccnc2)cc1 | 4 | 3 | -13 | 2 | -1 | -12 | -2 | 0 | 6
COc1cc(NC2c3ccccc3C(=O)N2Cc2ccccc2Cl)cc(OC)c1OC (configuration not stated) | 7 | 4 | -12 | -1 | 2 | 10 | -8 | 2 | 2
CCNC(=S)N/N=C(\C)c1ccc2ccccc2c1OC(F)F | 2 | 0 | -15 | -4 | -9 | 19 | 1 | -3 | -22
Cc1ccc(NC(=O)OCCN2CCN(Cc3ccccc3)CCC2=O)cc1 | 24 | 5 | / | 3 | -8 | 0 | 0 | 19 | 0
O=C(Nc1ccc(F)cc1)C1CCCO1 (configuration not stated) | 5 | -6 | -9 | 6 | -2 | 6 | 8 | 2 | -11
CCCSc1nsc(N)n1 | 19 | 0 | 3 | 0 | 11 | / | 7 | 8 | -6
Cc1cc(C)c2[nH]c(=S)cc(C)c2c1 | 14 | 4 | -3 | -1 | -6 | -1 | 2 | 1 | 35
CC(=O)Nc1ccc(NC(=O)C(C)OC(=O)CNS(=O)(=O)c2cccc(Cl)c2)cc1 (configuration not stated) | -10 | -5 | -17 | 0 | -24 | 14 | 3 | -7 | 5
COc1ccccc1N1CCN(/N=C/C=C/c2ccccc2[N+](=O)[O-])CC1 | 9 | 1 | -15 | 1 | 4 | / | 2 | 3 | -5
CCOc1ccc(Oc2c(C)oc3cc(O)ccc3c2=O)cc1 | 1 | 9 | / | 0 | / | / | 6 | -2 | 7
COC(=O)C1=C(C)N(C)C(=O)/C1=C\c1cccs1 | 8 | -9[fluorescence artefact?] | -1 | 2 | -6 | 8 | -1 | 2 | -12
CC(C)(SC(=S)N1CCOCC1)C(=O)O | 8 | 1[fluorescence artefact?] | -19 | -3 | -13 | -5 | 5 | -2 | -18
COc1ccccc1N1CCN(S(=O)(=O)c2cc(C(F)(F)F)cc(C(F)(F)F)c2)CC1 | 6 | 2 | -7 | -2 | -1 | 25 | 8 | 4 | -3
CC(=C/c1ccccc1)/C=N/N1CCN(Cc2ccc(C)cc2)CC1 | 10 | -2 | -10 | 7 | -2 | / | -7 | 0 | -1
CC(=O)c1nn(-c2cccc(Br)c2)cc1C(=O)c1ccccc1 | 17 | -16[fluorescence artefact?] | -11 | 7 | -10 | -2 | 2 | -3 | -10
C=C(C)C(=O)N1CC2(CC(c3cccc(NC(=O)c4ccccc4)c3)=NO2)C[C@@H]1C(N)=O (some centres not stated) | 12 | 1 | 7 | -3 | -6 | 3 | 2 | 8 | -2
COc1cccc(/C=N/NC(=O)c2cc3c(OC)c(OC)ccc3[nH]2)c1OC | 14 | -2 | -15 | 12* | 6 | / | 4 | 6 | -18[fluorescence artefact?]
COC(=O)Nc1ccc(S(=O)(=O)N(CCO)CC(F)(F)C(F)F)cc1 | 4 | 3 | -19 | -2 | -2 | 1 | 2 | -8 | -11

Fetched one by one from the list above, four records:
SMILES | FXIIa inh | eIF4E-4G inh | MDM2 E3 inh | Wee1 stabilizer | KLK5 inh | Rad51 HR inh | p97 ATPase inh | FXIa inh 1536 | 14-3-3 Bad PPI
COc1ccc(C(=O)Nc2nc3ccccc3[nH]2)cc1OC | 13 | -6 | 6 | 1 | -21 | 5 | 4 | 6 | 2[fluorescence artefact?]
COc1ccc(CN2CCN(C(=O)c3cccs3)CC2)cc1 | 11 | 1 | -13 | 3 | 0 | 4 | 0 | 0 | 30
CC(=C/c1ccccc1)/C=N/N1CCN(Cc2ccc(C)cc2)CC1 | 10 | -2 | -10 | 7 | -2 | / | -7 | 0 | -1
CC(=O)c1nn(-c2cccc(Br)c2)cc1C(=O)c1ccccc1 | 17 | -16[fluorescence artefact?] | -11 | 7 | -10 | -2 | 2 | -3 | -10
